S3 lipid droplet – qHTS Assay for Lipid Storage Modulators in Drosophila S3 Cells | Potency in µM for hits, for the others lipid storage change, negative = inhibition, % at the top dose, mostly 46.1 µM | Drosophila S3 cells, BODIPY lipid droplet fluorescence, 18-24 h; cells fed with added oleic acid | hit rate 0.64% among 320,000; active means well fitted inhibition curve with a large enough effect in the signal ratio, with a control signal flat, not every such curve was filed as active; inconclusive means small, poorly fitted or top-dose-only effect, or effect the other way, or a change in a side signal; the % refers to the signal ratio
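Laser-scanning cytometry quantifies lipid droplet accumulation (500–530 nm total intensity; droplet/cell object ratio) in oleic acid-fed (400 uM added) Drosophila S3 cells treated with a concentration series. 20 uM Triacsin C defined 100% inhibition.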
S3 lipid droplet cell count max – further read-out of S3 lipid droplet, marked with its call; cell number change, %; measured here: cell count max response;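 cells counted by Cell Tracker Red CMTPX staining in the red channel; peak over a dose series mostly up to 46.1 µM; percent activity relative to internal control wells on each plate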
* marks the source's active call; other numbers are inactive results; i = inactive; u = inconclusive; x = no result given; [ ] = another dose, or the depositor's remark. On the % scale 0 is the no-effect control and ±100 the full control effect; potency means the concentration at half of the fitted maximal effect. Some of the compounds tested; the hit share may differ from the screen's.

SMILES | S3 lipid droplet | S3 lipid droplet cell count max
CCCC(=O)Nc1nnc(-c2ccc(Cl)s2)o1 | u | x
O=c1c2ccccc2ncn1CCCSc1ccccc1 | u | x
CCOC(=O)c1ccccc1NC(=O)c1cccc([N+](=O)[O-])c1 | 5% | -14
Cc1ccc(S(=O)(=O)NNC(=O)C2CCCCC2)cc1 | 0.65µM* | 6.3*
COCCCn1c(=S)[nH]c2sc3c(c2c1=O)CCCC3 | u | x
COc1cccc(C(O)c2cnc(C(C)C)n2C)c1OC (centres undefined) | u | x
CCOC(=O)c1ccc(CNC(=O)C2CCC(=O)N(CCc3ccccc3)C2)o1 (centres undefined) | u | x
COc1cc(/C=C/C(=O)O)cc(S(=O)(=O)Nc2ccc3cn[nH]c3c2)c1OC | u | x
Cc1ccc(O)c(C(=O)CC(=O)c2ccccc2Cl)c1 | u | x
O=C(CSc1nc2[nH]ncc2c(=O)[nH]1)c1ccc(Cl)cc1 | 25%[9.22 µM] | 2
Cc1onc(-c2ccccc2)c1CNS(=O)(=O)c1ccccc1 | -2% | -2
CC(=O)c1n[nH]nc1NC(=O)c1ccccc1 | u | x
CN(c1ccc(C(=O)Nc2ccccc2C(=O)N2CCOCC2)cc1)S(C)(=O)=O | -2% | -16
CCCN1CCN(C(=O)c2cc3c(s2)-c2ccccc2S(=O)(=O)C3)CC1 | u | x
CCn1cc(C(=O)N2CCCC(N3CCN(c4cccc(C(F)(F)F)c4)CC3)C2)cn1 (centres undefined) | u | x
C#CCCCc1nc2ccccc2c(=O)n1N | u | x
CC12CC3(C)CC(C)(C1)CC(C(=O)NCCc1ccc(S(N)(=O)=O)cc1)(C2)C3 | u | x
O=C(NC1CCCCCCC1)c1ccc2c(c1)N(Cc1ccc(F)cc1)C(=O)CS2=O (centres undefined) | u | x
Cc1ccc(S(=O)(=O)CCc2nnc(NC(=O)c3ccco3)s2)cc1 | u | x
Cc1ccc(N2N=C(c3ccc(Br)cc3)CCC2=O)cc1 | -2% | -18
Cc1ccc(CNC(=O)CS(=O)CC(=O)O)cc1 (centres undefined) | u | x
CCc1ccc(C(=O)NNC(=O)c2ccc(OCC(=O)N3CCOCC3)c(OC)c2)cc1 | -5% | -14
COc1ccc(CCNC(=O)CCCn2c(=O)[nH]c3cc(OC)c(OC)cc3c2=O)cc1OC | -3% | 0
O=C1[C@@H]2[C@@H]3C[C@@H]([C@H]4ON=C(c5ccc(Cl)cc5Cl)[C@@H]34)[C@@H]2C(=O)N1C1CCCCC1 | u | x

2 entries from above in a different format.
Molecule,S3 lipid droplet,S3 lipid droplet cell count max
COc1ccc(CCNC(=O)CCCn2c(=O)[nH]c3cc(OC)c(OC)cc3c2=O)cc1OC,-3%,0
O=C1[C@@H]2[C@@H]3C[C@@H]([C@H]4ON=C(c5ccc(Cl)cc5Cl)[C@@H]34)[C@@H]2C(=O)N1C1CCCCC1,u,x

Additional compounds.
SMILES | S3 lipid droplet | S3 lipid droplet cell count max
Cc1csc(SCC(=O)NC(=O)C2CCCCC2)n1 | u | x
COc1ccc(Cc2noc(-c3ccccc3)n2)cc1OC | u | x
Cn1c(CCN2CCCC2)nc2cc(NS(=O)(=O)c3ccc(Cl)cc3)ccc21 | u | x
Cc1ccc(-c2nnc(SCC(=O)NC3CC3)n2N)cc1 | -11% | 2
O=C(O)c1ccc(N/N=C/c2cccc(F)c2)cc1 | u | x
CN(C)S(=O)(=O)N1CCC(Oc2ccc(C(=O)NCc3cnn(C)c3)cc2)CC1 | -21% | 3
CC(OC(=O)c1ccc(Cl)nc1)C(=O)NC1(C#N)CCCCC1 (centres undefined) | i | x
Clc1ccc(Cn2nc(-c3ccccc3)nc2-c2ccccc2)cc1 | u | x
COc1ccc(N2CC(C(=O)NCc3cccnc3)CC2=O)cc1 (centres undefined) | 12% | x
COc1ccc(-c2csc(C3=C(O)CN(CCCN4CCCC4=O)C3=N)n2)cc1OC | u | x
Cc1ccc(-c2nc(C)sc2CC(=O)O)cc1 | i | 3
COc1ccc(NC2CC(=O)N(c3ccc(C(=O)O)cc3)C2=O)cc1 (centres undefined) | u | x
C=C1CCN([C@H](C(=O)NCc2ccco2)C(C)C)S(=O)(=O)c2ccccc21 | 7% | 6
CCOc1ccccc1C(=O)n1nc2nc(C)cc(C)c2c1N | i | 6
CC(C)[C@H](NC(=O)c1ccco1)C(=O)Nc1ccc(OC(F)F)cc1 | u | x
CCOC(=O)N1CCN(S(=O)(=O)c2ccc(C(=O)Nc3nnc(CC)o3)cc2)CC1 | u | x
C=CCOc1ccc(/C=C/C(=O)N2CCCN(S(=O)(=O)c3c(C)noc3C)CC2)cc1 | u | x
O=C(Nc1cccc(-c2ccc(F)cc2)c1)C1CCCN(Cc2cccnc2)C1 (centres undefined) | -9% | -22
O=C(Nc1ccc(N2CCCCCC2)cc1)c1ccccc1Cl | u | x
CC(C)(C)N(Cc1ccccc1)C(=O)COC(=O)CNS(=O)(=O)c1ccc2ccccc2c1 | 4% | -6
Cc1cccc(Oc2sc(C(=O)c3ccccc3)c(N)c2C#N)c1C | -3% | -20
Cc1ccc(C(=O)CNc2ccc(F)cc2)cc1 | -8% | 3
CC(C)[C@H](N)c1nnc(SC/C=C/c2ccccc2)o1 | u | x
S=C(NC1CC1)N1CCCc2ccccc21 | i | x

Molecules listed so far with fluorine:
SMILES | S3 lipid droplet | S3 lipid droplet cell count max
CCn1cc(C(=O)N2CCCC(N3CCN(c4cccc(C(F)(F)F)c4)CC3)C2)cn1 (centres undefined) | u | x
O=C(NC1CCCCCCC1)c1ccc2c(c1)N(Cc1ccc(F)cc1)C(=O)CS2=O (centres undefined) | u | x
O=C(O)c1ccc(N/N=C/c2cccc(F)c2)cc1 | u | x
CC(C)[C@H](NC(=O)c1ccco1)C(=O)Nc1ccc(OC(F)F)cc1 | u | x
O=C(Nc1cccc(-c2ccc(F)cc2)c1)C1CCCN(Cc2cccnc2)C1 (centres undefined) | -9% | -22
Cc1ccc(C(=O)CNc2ccc(F)cc2)cc1 | -8% | 3

The list continues:
SMILES | S3 lipid droplet | S3 lipid droplet cell count max
CCOC(=O)c1sc(NCCNc2nc(C)c(C(=O)OCC)s2)nc1C | 15% | 0
Cc1ccc(OS(=O)(=O)c2ccc(N3C(=O)CCC3=O)cc2)cc1 | u | x
OC(CNCCc1ccccc1)c1ccccc1 (centres undefined) | 1% | 2
COc1ccc(C(=O)C2CCN(C(=S)NCC3CCCO3)CC2)cc1 (centres undefined) | 1% | x
CC(C)(C)C(=O)N1CCCC1C(=O)O (centres undefined) | 1% | 10
O=C(Cc1ccc2c(c1)OCCO2)N1CCN(c2ccccc2)CC1 | u | x
COc1ccc2nc(NC(=O)c3ccc4ncsc4c3)sc2c1 | u | x
CC(Sc1nnc2ccccn12)C(=O)N1CCc2ccccc2C1 (centres undefined) | u | x
CCCCOC1(c2ccccc2)NC(=S)NN=C1c1ccccc1 (centres undefined) | u | x
Cc1c(C)n(CC(O)CN(CCO)CCO)c2ccccc12 (centres undefined) | 1% | 8
O=C(CN(Cc1ccccc1Cl)C(=O)c1csnn1)NCc1ccccc1 | u | x
Cc1ccc(C)c(N(CC(=O)Nc2ccc(-c3nc4ccc(C)cc4s3)cc2)S(C)(=O)=O)c1 | 12% | 7
Cn1nc(C(F)(F)F)c(C#N)c1N1CCN(c2ccccc2F)CC1 | u | x
O=C(O)Cc1ccc(O)c(O)c1 | 0% | 15
CC(C)(C)NC(=O)CN(C(=O)CS(=O)CC(=O)Nc1ccc(F)cc1)c1ccccc1 (centres undefined) | u | x
CCC(C)COC(=O)C(C#N)c1nc2ccccc2nc1N1CCCCC1 (centres undefined) | u | x
COc1cccc(NC(=O)c2ccc3nsnc3c2)c1 | u | x
CCCCn1cnc2c(cnn2-c2ccc(F)cc2)c1=O | u | x
CCOc1ccc(-n2c(SCc3ccc(C#N)cc3)nnc2-c2cccnc2)cc1 | u | x
Cc1nnc(SCC(=O)Nc2ncc(Cl)cc2Cl)n1Cc1ccccc1 | 6% | x
C=CCC1(CC=C)CCCN1C(=O)Cn1nnnc1CN(C)C(C)C | u | x
S=C(Nc1ccccc1)N1CCC(C2CCN(C(=S)Nc3ccccc3)CC2)CC1 | u | x
O=C(CN1C(=O)NC2(CCCC2)C1=O)Nc1ccccc1-c1ccccc1 | 7% | x
CCc1n[nH]c2c1/C(=N/O)CCC2 | -28% | x
CCOC(=O)N1CCC(NC(=O)C(Cc2ccccc2)NC(=O)C2CCCCC2)CC1 (centres undefined) | 17% | 6
O=C(COC(=O)CNS(=O)(=O)c1c(Cl)cccc1Cl)Nc1cccnc1Cl | -7% | -8
CC(=O)c1c(C)[nH]c(C(=O)NCc2ccc(C)cc2)c1C | u | x
CCN1C(=NCCCCO)N[C@@H](c2cccc(C(F)(F)F)c2)C(C(=O)OC)=C1C | u | x
CN(C)C=Nc1ccc(Cl)c(Cl)c1 | 3% | 13
COc1c(C)cc(C(=O)C2CCCN(S(=O)(=O)c3c(C)noc3C)C2)cc1C (centres undefined) | 0% | 14
CCN(CC)c1ccc(C2NCC(c3ccc([N+](=O)[O-])cc3)O2)cc1 (centres undefined) | 5% | 14
CCc1cccc(C)c1NC(=O)c1cccc(N(C)C)c1 | 1% | 14
COc1ccc(Cc2noc(CN(C)C3CC(C)(C)NC(C)(C)C3)n2)cc1OC | 2% | 16
Cc1cccc(C)c1N(CC(=O)NCc1ccco1)C(=O)CNS(=O)(=O)c1ccc(F)cc1 | u | x
N#C/C(=C\c1cccs1)C(=O)NCc1ccco1 | -10% | 0
Cc1ccc(OCCOCCNC(C)C)c(Br)c1 | u | x

Exported field by field: entries from further up
Cc1cccc(C)c1N(CC(=O)NCc1ccco1)C(=O)CNS(=O)(=O)c1ccc(F)cc1
  S3 lipid droplet = u	S3 lipid droplet cell count max = x
COc1c(C)cc(C(=O)C2CCCN(S(=O)(=O)c3c(C)noc3C)C2)cc1C (centres undefined)
  S3 lipid droplet = 0%	S3 lipid droplet cell count max = 14
CCc1cccc(C)c1NC(=O)c1cccc(N(C)C)c1
  S3 lipid droplet = 1%	S3 lipid droplet cell count max = 14
COc1ccc(Cc2noc(CN(C)C3CC(C)(C)NC(C)(C)C3)n2)cc1OC
  S3 lipid droplet = 2%	S3 lipid droplet cell count max = 16

Later entries:
SMILES | S3 lipid droplet | S3 lipid droplet cell count max
COc1ccc(CN(C)CC(=O)NC(=O)NCc2ccccc2)c(OC)c1 | u | x
O=C1CC(c2ccco2)Sc2nc3ccccc3n21 (centres undefined) | 12% | -5
CCN(c1cccc(C)c1)C1C(=O)c2ccccc2N1C(C)=O (centres undefined) | 27% | x
COc1ccc(-n2nc([N+](=O)[O-])c(=NCCc3cccc(C)c3)n2O)cc1 | u | x
CCOc1ccc(CN(C)c2nc(-c3cccnc3)nc3ccccc23)cc1OC | 98% | 6
CSCCC(NS(=O)(=O)c1ccccc1)C(=O)OCc1nc2ccsc2c(=O)[nH]1 (centres undefined) | u | x
O=C(CSc1nnc(COc2ccc(Cl)cc2)o1)OC1CCCCC1 | u | x
O=C(O)CSc1c2c(nc3cc(C(=O)N4CCCC4)ccc13)CCCC2 | 0% | 0
Cc1cc(-c2nc3cccnc3s2)ccc1NS(=O)(=O)c1cccs1 | -4% | -8
CCNc1nc(-c2ccc(Cl)cc2)cs1 | u | x
CCCn1nnc(NC(=O)c2ccc(-c3ccccc3)cc2)n1 | 12% | -3
CCC1CCCCN1CCCNC(=O)Cn1nc(-c2ccccc2)ccc1=O (centres undefined) | u | x
Cc1cccc(NC(=O)CSc2nnc(CCNC(=O)OC(C)(C)C)o2)c1C | u | x
O=C1c2ccccc2-c2onc3c(N4CCN(CCO)CC4)cc(N4CCN(C(=O)c5ccco5)CC4)c1c23 | i | x
Cc1cc(C)cc(NC(=O)Nc2c(Br)cnn2C)c1 | u | x
CCN1CCSc2ccc(C(=O)NCc3ccccc3Br)cc21 | -3% | 14
Cc1ccc(C(=O)OCC(=O)NC(=O)c2ccccc2)o1 | u | x
CC1CCN(C(=O)CSc2nc(N)cc(N)n2)CC1 | u | x
Cc1ccc2[nH]c3c(c2c1)CCc1cn[nH]c1-3 | u | x
O=C(CN1CCN(c2ccc(F)cc2)CC1)Nc1ccc(S(=O)(=O)N2CCOCC2)cc1 | u | x
Cc1ccc(CCNC(=O)Cn2ccc3cc(S(=O)(=O)N4CCCC4)ccc32)cc1 | u | x
COc1cc2c(cc1OC)CN(C(=O)CNS(=O)(=O)c1ccc(C)c(C)c1)CC2 | u | x
O=C(CN1CCCCCC1)NCCN1C(=O)S/C(=C\c2ccccc2Cl)C1=O | u | x
CC(C)Sc1nc2ccc(N3C(=O)C4CCCCC4C3=O)cc2s1 (centres undefined) | u | x
CCS(=O)(=O)c1nc2ccccc2n1Cc1ccccn1 | u | x
CC(=O)c1ccc(NC(=S)NC(C)c2ccc(Cl)cc2Cl)cc1 (centres undefined) | u | x
O=c1cc(-c2ccc([N+](=O)[O-])cc2)nc2cc(-c3ccc(Cl)cc3)[nH]n12 | u | x
CCOC(=O)N1CCN(Cc2nc(Cc3cccc(C(F)(F)F)c3)no2)CC1 | 6% | -1
CC(C)C(C)NC(=O)COc1ccc(OCc2ccccc2)cc1 (centres undefined) | u | x
CCCC/C(O)=N\S(=O)(=O)c1ccc(N=NN(C)C)cc1 | 1% | -1
Cc1ccc(CSc2cc(C)[nH]c(=O)n2)cc1 | u | x
COCCCn1c(=O)c2sccc2n2c(CCCC(=O)N(C)Cc3ccco3)nnc12 | u | x
O=C(NCc1ccccc1)NC(O)C(Cl)(Cl)Cl (centres undefined) | u | x
COc1ccc(N(CC(=O)Nc2cccc(C)c2)S(=O)(=O)c2c(C)noc2C)cc1 | i | x
CCOc1ccc(NC(=O)COC(=O)c2cc(=O)c3ccccc3o2)cc1 | u | x
CNC(=O)CN(c1cc(C)ccc1OC)S(=O)(=O)c1ccc(C)cc1 | i | x
